SIRT5 block: blocks human SIRT5 desuccinylation of peptide; Q9NXA8; Purified SirT5, succinyl-peptide AMC, trypsin-coupled fluorescence; inhibition, % at 15 µM; actives 1.1% (n = 330,000); in the data active = inhibition above about 15%; inconclusive = no clear call, values can overlap the other calls
Target sequence (Q9NXA8 whole entry, looked up): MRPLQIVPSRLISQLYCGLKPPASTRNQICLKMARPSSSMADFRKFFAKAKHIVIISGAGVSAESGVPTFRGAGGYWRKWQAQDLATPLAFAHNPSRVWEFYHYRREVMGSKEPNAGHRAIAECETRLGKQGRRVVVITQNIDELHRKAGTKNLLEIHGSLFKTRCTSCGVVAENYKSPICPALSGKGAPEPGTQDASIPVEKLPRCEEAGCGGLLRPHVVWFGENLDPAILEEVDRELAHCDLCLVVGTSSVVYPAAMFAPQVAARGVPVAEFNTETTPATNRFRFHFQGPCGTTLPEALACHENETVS
miR122 inh: blocks miR-122 activity in Huh7 sensor cells. Huh7 miR-122 Renilla luciferase sensor, 48 h; neutral wells = 0, positive control = 100. actives 0.3% (n = 340,000). AID 602342. activation (reporter increase), % at 12.5 µM;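 active = mean replicate activation score at least 90 and every replicate individually at or above 90; inconclusive = only one of the two criteria met; inactive = neither criterion met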;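 note: higher luciferase means less miR-122 activity so hits act as miR-122 inhibitors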
Cneo AK release: causes C. neoformans cell lysis. adenylate kinase release luminescence, 4 h; normalised: neutral wells 0, clomiphene wells 100. lysis activity, % at 15 µM. actives 0.2% (n = 360,000). AID 651654;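 active = mean lysis activity across replicates of at least 80%, whatever share of replicates individually reach that level; inactive = mean lysis activity below 80%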
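read-out = cell lysis signal | test system = log-phase Cryptococcus neoformans yeast cells | input = cells at 5 × 10^6 per mL | medium = fresh YPD growth medium | signal = luminescent adenylate kinase detection reagent | timing = 4 h at 37 °C static, read 1 h later | dosing = single dose | controls = Clomiphene as positive lysis control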
ARNT-TACC3 inh: ARNT/TACC3 interaction disruption; Q9Y6A5; AlphaScreen His-ARNT PAS-B/GST-TACC3 binding, luminescence; TACC3 fragment carries E629A point mutation; inhibition, % at 9.99 µM; actives 0.66% (n = 390,000); AID 623870;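 active = mean inhibition of replicates at least 50% and at least half of replicates each reaching 50%; inconclusive = half or more replicates reach 50% but mean below 50%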;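 note: 0% = complete ARNT plus TACC3 wells and 100% = ARNT alone without TACC3; many hits fall short of the cut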
ERp5 inh: blocks human ERp5 reductase activity on insulin. Q15084. actives 0.05% (n = 350,000). AID 651711. inhibition, % at 9.99 µM. ERp5 insulin aggregation, absorbance 650 nm, 90 min;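 active = mean replicate inhibition above about 25%, with every replicate also reaching it, limit read from the data, passing the limit was not always enough; inconclusive = only one of those two criteria met; inactive = neither criterion met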
Target sequence (Q15084 whole entry, looked up): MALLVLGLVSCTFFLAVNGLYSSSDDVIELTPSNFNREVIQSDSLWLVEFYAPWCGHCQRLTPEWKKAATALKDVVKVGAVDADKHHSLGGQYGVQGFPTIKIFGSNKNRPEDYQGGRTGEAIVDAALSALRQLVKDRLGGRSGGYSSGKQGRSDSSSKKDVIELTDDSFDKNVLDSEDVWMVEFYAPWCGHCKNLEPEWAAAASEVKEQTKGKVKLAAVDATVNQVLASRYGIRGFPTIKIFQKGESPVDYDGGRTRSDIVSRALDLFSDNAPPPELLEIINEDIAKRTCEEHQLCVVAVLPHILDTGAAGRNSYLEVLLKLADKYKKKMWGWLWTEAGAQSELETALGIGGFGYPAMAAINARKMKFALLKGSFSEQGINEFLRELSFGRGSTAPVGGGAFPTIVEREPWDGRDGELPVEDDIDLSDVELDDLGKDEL
esBAF inh: inhibitors of esBAF chromatin remodeling in mouse ES cells | Bmi1-luciferase knock-in reporter, 24 h; 100% = twice the neutral-well signal | reporter increase, % at 12.5 µM | actives 2% (n = 350,000) | AID 602393; in the data active = activation above about 40%; inconclusive = no clear call, values can overlap the other calls;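 note: 0% = median of the plate's neutral control wells and 100% = double that signal; a rise in the Bmi1 reporter signal indicates esBAF inhibition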
C2C12 statin: suppressors of simvastatin-induced myotoxicity in C2C12 myotubes; ATP luminescence, 48 h; scaled: DMSO 0, geranylgeraniol control 100; rescue of ATP level, % at 7.49 µM; actives 0.78% (n = 330,000); AID 602340;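 active = mean ATP rescue above about 67%, or every replicate alone reaching that limit, limit read from the data, passing the limit was not always enough; inconclusive = no clear call, values can overlap the other calls; inactive = mean under the limit and some replicate under it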;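 note: myotubes were challenged with 10 µM simvastatin during compound exposure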
Numbers without * were called inactive; ? = inconclusive; . = not tested or not shown; [ ] = another dose, or the depositor's remark.

SMILES	SIRT5 block	miR122 inh	Cneo AK release	ARNT-TACC3 inh	ERp5 inh	esBAF inh	C2C12 statin
C[C@@H]1CN([C@@H](C)CO)C(=O)c2cc(NS(=O)(=O)c3ccc(Cl)cc3)ccc2O[C@@H](C)CCCCO[C@H]1CN(C)C(=O)CCC(F)(F)F	13.3	-1.9[16.7 µM]	1.3	-1.4	17.6	0.6	.
CCCCn1c(SCC(=O)N2CCOCC2)nnc1-c1ccoc1C	.	-7.1	1.6	-1.9	.	0.8	4.8
Cc1ccc2c(=O)c(C(=O)c3ccc(F)cc3)cn(CC(=O)NCc3ccco3)c2n1	-1.8	-3.4	2.9	-6.0	6.5	0.2	7.2
Cc1ccc(OCCn2c(C3CC(=O)N(Cc4ccccc4)C3)nc3ccccc32)cc1 (stereo not drawn)	0.1	44.8	2.4	0.4	-4.3	0.0	38.6
CC(=O)Nc1cccc(C(=O)OCC(=O)NC(=O)c2ccccc2)c1	-3.5	10.9	-1.3	-13.6	3.1	9.4	9.0
CC(=O)NS(=O)(=O)c1ccc(NC(=O)/C=C/c2ccco2)cc1	6.0	-7.7	.	0.5	-2.3	.	.
COc1ccc(-c2c(C)nn3c(N)c(C#N)cnc23)cc1OC	0.7	-0.2	.	-1.2	1.3	.	.
Nn1c(SCC(=O)Nc2ccc(S(=O)(=O)N3CCCC3)cc2)nnc1C(F)(F)F	.	-1.6	-2.4	-7.5	.	-0.2	107.0*
COc1cc(OC)c(C(=O)OCC(=O)Nc2ccc(N3CCOCC3)cc2)cc1OC	-2.4	-1.7	0.3	-9.7	-0.1	-2.4	-3.9
Cc1cn(CC(=O)N(C)Cc2ccco2)c(=O)[nH]c1=O	10.4	-2.3	-0.3	-3.5	0.2	-2.6	1.3
CC(=O)SCC[N+](C)(C)C	-0.9	-1.8	0.3	-5.5	-1.9	1.4	1.8
CN(C)C(=O)c1cccc(-c2ccc([C@H]3[C@@H](CO)N4CCCCN(S(C)(=O)=O)C[C@@H]34)cc2)c1	40.8*	-0.6[16.7 µM]	-1.1	-5.5	0.7	0.8	0.6
COc1ccc(S(=O)(=O)N[C@@H](CSCc2ccccc2)C(=O)O)cc1	-1.5	7.9	-0.3	0.5	5.9	.	.
COc1cc(C(=O)Nc2cccc(S(=O)(=O)N3CCCC3)c2)cc(OC)c1C	-3.7	.	-0.6	15.3	-9.0	.	.
CO[C@@H]1CN(C)C(=O)c2cc(NC(=O)C3CC3)ccc2OC[C@@H](C)N(Cc2ccc(F)cc2)C[C@H]1C	-0.4	-5.7[16.7 µM]	0.2	-7.0	2.2	1.6	11.0
COCC(=O)Nc1ccc2c(c1)[C@@H]1C[C@@H](CC(=O)N(C)C)O[C@@H](CO)[C@@H]1O2	-4.5	-2.6[16.7 µM]	3.0	-3.1	-6.0	-0.2	-5.3
COc1cc2c(cc1OC)C(C)N(C(=O)/C=C/c1cc(OC)c(OC)c(OC)c1)CC2 (stereo not drawn)	-1.9	2.3	-0.2	15.5	0.5	0.5	-3.8
CCCC(=O)N1CCC1(C)C(=O)NS(=O)(=O)c1cccc(F)c1 (stereo not drawn)	.	-12.9	1.9	.	3.8	-3.1	0.3
Cc1ccc(S(=O)(=O)CC(=O)N2CCN(c3ccccc3F)CC2)cc1	-6.5	5.2	1.5	-5.2	5.3	1.2	-3.5
O=C(C1COc2ccccc2O1)N1CCN(c2ccccc2F)CC1 (stereo not drawn)	.	-2.3	0.1	-7.9	.	4.2	46.9
COc1cc(C2C(=O)c3ccccc3C2=O)ccc1O	-2.9	-7.3	1.2	-0.7	2.1	32.3	4.4
CC(C)(C)[C@@H]1C=C(C(N)=O)O[C@H](OCc2ccc(CO)cc2)C1	-1.6	.	16.9	-3.0	5.0	7.0	-9.1
C[C@@H]1CN([C@@H](C)CO)C(=O)c2cc(C#CCN(C)C)cnc2O[C@@H]1CN(C)C(=O)c1ccc2c(c1)OCO2	-2.6	.	-0.4	-5.4	5.1	0.3	-2.5
O=C(c1ccc(Cn2c(=S)[nH]c3ccc(N4CCOCC4)cc3c2=O)cc1)N1CCN(c2ccc(F)cc2)CC1	1.1	9.2	.	-1.6	1.9	.	.
C[C@@H]1CN([C@H](C)CO)C(=O)c2cccc(NS(=O)(=O)c3cccs3)c2O[C@H]1CN(C)CC1CC1	1.3	-2.8[16.7 µM]	-2.8	3.9	-0.3	0.1	-22.6
CCOC(=O)c1sc(SC)c2c1CCCC2=O	0.0	.	0.7	-0.1	-0.1	-1.1	-4.0
O=C(Nc1ccc(F)c([N+](=O)[O-])c1)c1cccs1	-0.5	3.3	-0.3	-0.3	0.4	15.8	-7.9
CCOC(=O)C1CCN(C(=O)COC(=O)c2oc3ccc(OC)cc3c2C)CC1	-8.7	12.3	-1.1	7.5	7.4	-1.2	-11.1
Cc1noc(C)c1S(=O)(=O)N(C)C[C@@H]1Oc2ccc(NS(=O)(=O)c3cccs3)cc2CC(=O)N([C@@H](C)CO)C[C@@H]1C	4.3	-0.2[16.7 µM]	2.9	-0.6	-1.0	5.1	-1.6
O=C(Cc1c[nH]c2ccccc12)Nc1ccccc1N1CCOCC1	-2.6	-3.4	1.9	7.7	-1.1	-9.2	6.3
CN1c2ccc(-c3cccc(F)c3)cc2[C@H]2[C@H](CCN2C(=O)Cc2ccccc2)[C@@H]1CO	0.3	-13.8[16.7 µM]	-8.4	0.0	2.4	5.7	-7.2
c1ccc2c(c1)CCN(c1nc3cc4c(cc3s1)OCO4)C2	.	3.0	-4.0	-7.7	.	-25.1	-16.5
COc1ccc(C(CC(=O)O)NS(=O)(=O)c2ccc3c(c2)NC(=O)CO3)cc1 (stereo not drawn)	-1.8	-4.4	2.1	-6.2	-6.8	-1.4	-8.4
COc1cccc(NC(=O)CSc2nn3c(=O)c(C)nnc3s2)c1	-4.2	2.1	0.5	66.6*	-11.2	-0.2	1.3
CCOCCCNC(=O)CN1C(=O)/C(=C\c2ccc(C)cc2)Sc2ccccc21	3.2	-1.9	3.6	3.6	-4.8	3.1	5.9
C[C@H]1CN([C@@H](C)CO)C(=O)Cc2cc(NC(=O)c3ccncc3)ccc2O[C@@H]1CN(C)Cc1ccc(-c2ccccc2)cc1	0.3	-3.6[16.7 µM]	8.2	1.1	-15.3	-3.1	28.9
COc1ccccc1NC(=O)N(C)C[C@@H]1Oc2ncc(C#CCC(C)C)cc2C(=O)N([C@@H](C)CO)C[C@H]1C	1.2	-6.0[16.7 µM]	2.6	-6.8	5.0	-3.4	.
COc1ccc(Cc2nnc(SCC(=O)Nc3ccc(C)c(Cl)c3)[nH]c2=O)cc1	-1.6	-4.7	.	-0.3	2.8	1.1	18.6
O=C(c1cc(-c2ccncc2)nc2ccc(Cl)cc12)N1CCN(Cc2ccc3c(c2)OCO3)CC1	-1.4	.	.	3.7	-0.3	.	.
O=c1nc(NCc2ccccc2Cl)cn[nH]1	-3.2	-2.6	0.2	25.6	-7.5	8.8	2.6
CCOc1cc(/C=N/NC(=O)C(=O)NCC2CCCO2)ccc1OCC(=O)N1CCOCC1 (stereo not drawn)	-0.9	-2.0	10.9	.	-0.6	.	.
O=C(c1ccc2c(c1)OCO2)N1CCCCN2[C@H](C1)[C@H](c1ccc(-c3ccccc3)cc1)[C@@H]2CO	1.7	-1.8[16.7 µM]	4.7	7.8	-3.7	.	.
Cc1ccc(C(=O)NNC(=S)NC(=O)c2ccccc2)cc1	-1.1	.	.	15.6	-2.6	.	.
COc1cc(C(=O)Oc2cccc(/C=N/NC(=O)c3cccnc3)c2)cc(OC)c1OC	-5.0	0.6	-0.3	.	1.4	7.7	4.5
C[C@H](O)C#Cc1ccc2c(c1)O[C@@H](CN(C)Cc1cccnc1)[C@H](C)CN([C@@H](C)CO)S2(=O)=O	2.5	-8.1[16.7 µM]	3.5	-5.8	-2.7	2.3	2.3
CCN(CC)C(=O)C1CCC(C)(C(=O)O)C1(C)C (stereo not drawn)	.	8.6	-0.5	-8.7	.	.	.
CCOc1ccc(C(=O)NCC(=O)NCCCSc2ccccc2)cc1OCC	-3.3	.	8.3	-13.6	3.7	-3.3	-3.6
Cc1cc(C2=NNC(=Nc3ccc(S(=O)(=O)N4CCOCC4)cc3)SC2)c(C)n1C	0.0	-19.3	0.5	-5.7	2.3	6.9	6.5
Cc1ccc(NC2=C(C(=O)c3ccccc3)N(C)S(=O)(=O)c3ccccc32)cc1	.	-0.5	-0.2	15.3	.	0.1	40.3
O=C1NC(=O)/C(=C/c2ccccc2Oc2ccc(Cl)cc2)S1	.	3.5	-1.2	-2.2	.	-9.1	-20.6
Later entries
SMILES	SIRT5 block	miR122 inh	Cneo AK release	ARNT-TACC3 inh	ERp5 inh	esBAF inh	C2C12 statin
CN(C)C(=O)c1ccc(NC(=O)CSc2nc3ccccc3[nH]2)cc1	-0.6	.	.	-3.3	2.0	.	.
Cc1cccc2cc(CN(Cc3cccs3)C(c3nnnn3C3CCCC3)C(C)C)c(=O)[nH]c12 (stereo not drawn)	.	-3.6	-1.8	-1.0	.	0.8	0.3
CC1(C)CN(CCc2ccccc2)C(=O)[C@H]1CC(=O)Nc1ccccc1	0.0	-0.4	.	.	1.0	5.6	7.4
CCOC(=O)CC(=O)CSc1nc(-c2cccnc2)ccc1C#N	2.3	0.1	-0.3	8.6	-1.7	?	2.1
O=C(c1ccc(Oc2ccc(Cl)cc2)c([N+](=O)[O-])c1)N1CCCC1	0.2	4.1	-2.2	.	3.1	3.3	5.2
O=C(O)CSc1nnc(-c2ccc(Cl)cc2Cl)n1Cc1ccccc1	-5.5	1.6	-1.3	1.2	5.0	-5.7	7.7
CC(=O)N1[C@@H]2Cn3c(ccc(-c4ccccc4)c3=O)[C@H]1[C@@H](C(=O)N1CCCCC1)[C@@H]2CO	-31.8	0.0[16.7 µM]	-0.3	-9.1	-4.9	2.6	12.8
O=C1CCc2cc(S(=O)(=O)Nc3cccc(Cl)c3)ccc2N1	-0.2	68.3	0.4	.	-1.9	-2.0	1.9
COc1cccc(NC(=O)c2ncn[nH]2)c1	.	-8.0	1.5	11.0	.	5.8	.
CCc1nnc2n1N=C(c1ccc(-c3cc(Cl)ccc3Cl)o1)CS2	.	2.8	-0.7	0.6	.	1.5	62.2

Record cards (already shown):
`c1ccc2c(c1)CCN(c1nc3cc4c(cc3s1)OCO4)C2` is listed with SIRT5 block = .; miR122 inh = 3.0; Cneo AK release = -4.0; ARNT-TACC3 inh = -7.7; ERp5 inh = .; esBAF inh = -25.1; C2C12 statin = -16.5
`Cc1ccc(OCCn2c(C3CC(=O)N(Cc4ccccc4)C3)nc3ccccc32)cc1` (stereo not drawn) is listed with SIRT5 block = 0.1; miR122 inh = 44.8; Cneo AK release = 2.4; ARNT-TACC3 inh = 0.4; ERp5 inh = -4.3; esBAF inh = 0.0; C2C12 statin = 38.6

Continuation.
SMILES	SIRT5 block	miR122 inh	Cneo AK release	ARNT-TACC3 inh	ERp5 inh	esBAF inh	C2C12 statin
COc1ccc(C(C)C)cc1-c1cccc2nncn12	.	2.5	0.0	.	4.1	-12.6	-3.3
O=C(NCC(=O)N(CC1CCCO1)C(C(=O)NC1CCCCC1)c1ccc(F)cc1)c1ccco1 (stereo not drawn)	.	8.4	1.6	-9.0	.	-4.3	8.6
Cc1cccc(CN2CCCC(C(=O)Nc3ccccc3Oc3cccnc3)C2)c1 (stereo not drawn)	-0.7	-1.0	1.2	-0.4	3.4	-0.7	5.7
CC(C)[C@H](NC(=O)[C@@H]1Cc2ccccc2CN1)C(=O)NC1CCCCC1	0.7	5.7	-2.9	-1.9	-5.9	-2.9	-1.0
O=C(NCCc1ccc(Cl)cc1)C1CCC(CNc2nc(=S)[nH]c3ccccc23)CC1 (stereo not drawn)	-1.1	6.4	-1.3	-2.4	-2.8	-9.6	-59.1

Source: PubChem BioAssay (Broad Institute)
